Source: PubChem BioAssay
ARNT TACC3 PPI – disruptors of ARNT/TACC3 protein interaction, primary screen, biochemical, AlphaScreen, single concentration; AID 623870, 2012; inhibition, % at 9.99 µM; Transforming acidic coiled-coil-containing protein 3 (Homo sapiens), Q9Y6A5; 390,000 compounds, 0.66% hits; AlphaScreen His-ARNT PAS-B/GST-TACC3 binding, luminescence; TACC3 fragment carries E629A point mutation;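 active = mean inhibition of replicates at least 50% and at least half of replicates each reaching 50%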;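 also: 0% = complete ARNT plus TACC3 wells and 100% = ARNT alone without TACC3; many hits fall short of the cut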
Active calls of the source: *. The list is partial; rates above refer to the full screens.

SMILES | ARNT TACC3 PPI
O=C(COC(=O)c1c2c(nc3ccccc13)CCCCC2)NCc1ccc2c(c1)OCO2 | -5
Cc1ccccc1-c1ccc(=O)n(CC(=O)Nc2ccc(N3CCOCC3)cc2)n1 | 2
O=C(CNC(=O)c1ccccc1Cl)Nc1ccc(F)cc1 | -17
COc1ccccc1NC(=O)CC1COc2ccccc2O1 (centres undefined) | 22
CCOc1cc2c3c(c1)C1(C(=O)N3C(C)(C)CC2C)C(C#N)=C(N)N2C(=C1C#N)Nc1ccccc12 (centres undefined) | 2
Cc1ccc(-c2nc3ccccc3c(=O)n2NC(=S)N(C)C)cc1 | 6
CC(=O)N1CCc2cc3nc(C)cc(C)c3cc21 | 5
CCOC(=O)c1cc2c(n(-c3ccccc3)c1=O)CC(C)(C)CC2=O | -6
Cc1cccc(C=Nc2ccc3c4c(cccc24)CC3)c1O | 8
O=C(O)C1OC2OC3(CCCCC3)OC2C2OC3(CCCCC3)OC12 (centres undefined) | 31
Cc1cccc(C(=O)N2CCN(c3ccc(C(F)(F)F)cn3)CC2)c1C | -3
CN(C)CC/C=C1\c2cc(F)ccc2CSc2ccccc21 | -10
COc1ccccc1/C=N/NC(=O)c1ccc(-c2ccccc2)cc1 | -3
CCOC(=O)c1cnn(CCOC(=O)c2cccs2)c1NC(=O)c1cccs1 | 3
CCn1nnnc1SCC(=O)Nc1sc(C)c(C)c1C#N | 9
C=CCSc1ncccc1C(=O)O | -13
Cn1nc(-c2ccc(C(=O)Nc3ccc(F)cc3)cc2)c2ccccc2c1=O | 4
COC(=O)c1ccccc1NC(=S)NC(=O)c1ccccc1F | -3
c1ccc(Cn2nnnc2C(c2cccnc2)N2CCN(C3CCCCC3)CC2)cc1 (centres undefined) | -1
O=C(O)CCC(=O)N1CC=C(c2ccccc2)CC1 | 0
COc1cc(/C=C2\OC(=O)c3c(OC)cccc32)ccc1O | -6
O=C(c1cccs1)N1N=C(c2ccc(O)cc2)CC1c1ccccc1 (centres undefined) | -3
COC(=O)c1nn(-c2ccc3c(c2)OCO3)cc1O | 0
O=C(NCc1ccccc1)Nc1cccn(Cc2ccc(F)cc2)c1=O | -5
COc1ccc(C(=O)c2ccc(OC)c(OC)c2)cc1OC | -5
CCOc1c(OC)cc(C2C(C#N)=C(N)Oc3n[nH]c(-c4ccncc4)c32)cc1OC (centres undefined) | 9
O=C(CC(=O)c1ccccc1O)c1ccc(F)cc1 | 4
CN(Cc1ccccc1F)C(=O)C(Cc1ccccc1)NC(=O)c1ccccc1 (centres undefined) | 0
CCCCN(CCCC)C(=S)N/N=C/c1c(C)[nH]n(-c2ccccc2)c1=O | 2
Oc1[nH]c2c(Cl)cc(Cl)cc2c1N=NC(=S)NCC1CCCO1 (centres undefined) | -2
COC(C(=O)NC(C(C)C)C(C)C)c1ccccc1 (centres undefined) | -1
CCCCCCOC(=O)c1ccc(NC(=O)c2cc(OC)c(OC)c(OC)c2Br)cc1 | -2
O=C(/C=C/c1ccccc1)N/C(=C/c1ccccc1)C(=O)N1CCOCC1 | 5
CCOC(=O)c1c(C)n(C)c2ccc(OC(=O)c3ccc([N+](=O)[O-])cc3)cc12 | -3
COc1ccc([N+](=O)[O-])cc1NC(=O)C(C)OC(=O)c1cccnc1 (centres undefined) | -7
CCOc1cc(N2CCOCC2)c(OCC)cc1NC(=O)Cc1ccccc1OC | 22
O=C(CSc1ccc2nnc(-c3cccc(F)c3)n2n1)N1CCCc2ccccc21 | 26
COc1cccc(NC(=O)Nc2cccs2)c1 | 2
CCC(=O)OCCNc1cc(Sc2nccn2C)c2nonc2c1[N+](=O)[O-] | -1
Cc1cc(C)c2c(N)c(C(=O)NC3CC3)sc2n1 | 2
Nn1c(SCC(=O)Nc2ccc3c(c2)OCCO3)nnc1-c1ccccn1 | 70*
COc1cc(C(=O)NCc2ccc(C)cc2)ccc1OCc1c(C)noc1C | -1
O=c1/c(=C/c2cccc3ccccc23)sc2ncnn12 | 1
Cc1ccc(OCCSc2ncnc3nc[nH]c23)cc1 | -12
Cn1cccc1/C=N/n1c(-c2ccco2)n[nH]c1=S | -13
CCc1nc2ccccc2c(C(=O)OCCN2C(=O)c3ccccc3C2=O)c1C | -2
CS(=O)(=O)c1ccccc1-c1nc(-c2cccc(Cl)c2)no1 | 11
Cc1ccc(NC(=O)CCC(=O)OCc2ccc(Br)cc2)cc1 | -5
Cc1cc(C)nc(Nc2ccc(N3CCOCC3)cc2)n1 | 7
O=C(Nc1ccc(F)cc1)C(c1ccccc1)N1CCN(S(=O)(=O)c2ccccc2)CC1 (centres undefined) | -7
COC(=O)C1(C)NC(c2ccco2)C2C(=O)N(c3ccc(C)cc3)C(=O)C21 (centres undefined) | -1
COc1ccc(NC(=O)c2ccc(C)cc2)c(OC)c1 | -1
COc1ccc(-c2cc(-c3ccccc3)nc(SCC(=O)Nc3nccs3)c2C#N)cc1 | -3
CCOc1ccccc1NC(=O)CCN(c1ccc(C)cc1)S(=O)(=O)c1ccccc1 | -21
COc1ccc(/C=N/NC(=O)c2ccc3c(c2)OCCO3)cc1[N+](=O)[O-] | -10
CCN(CC)c1ccc(/C=N/OC(C)C(=O)Nc2ccc(C)cc2)cc1 (centres undefined) | 5
Cn1c(SCCC#N)nnc1-c1ccc(F)cc1 | -2
CCN(CC)C(=O)N1c2ccccc2C=Cc2ccccc21 | -3
COC12NC(=O)N(C)C1(OC)C(=O)N(C)C(=O)N2C (centres undefined) | 11
CSc1ccc(CN(C)CC(=O)Nc2ccccc2Br)cc1 | -9
The list goes on:
SMILES | ARNT TACC3 PPI
CCOC(=O)Cc1csc(NC(=O)c2csc(C)c2)n1 | -8
COc1ccc(N(C)S(=O)(=O)c2c(C)[nH]c(=O)[nH]c2=O)cc1 | -3
Cc1cc(C)c2nc(SCCc3ccccc3)nc(C)c2c1 | 18
CCCC(=O)Nc1ccc(Cl)c(NC(=O)c2ccc([N+](=O)[O-])cc2Cl)c1 | -4
O=S(=O)(c1ccc(F)cc1)n1ccc(-c2cnc(-c3ccccc3)s2)n1 | 0
O=C(Oc1ccc(Br)cc1C(=S)N1CCCCC1)c1cc([N+](=O)[O-])cc([N+](=O)[O-])c1 | 1
CC(C)(C)NC(=O)c1ccc(Sc2ccccc2)c([N+](=O)[O-])c1 | 4
CN(CC(=O)Nc1ccc(S(=O)(=O)N2CCCC2)cc1)Cc1ccc(Cl)c(Cl)c1 | 1
COCCCNC(=S)Nc1ccc(CC(=O)O)cc1 | -6
OC(COCCOc1ccc(Br)cc1)CN1CCCCC1 (centres undefined) | -15
CCNC(=O)NC(=O)C(C)OC(=O)C1CCN(S(=O)(=O)c2ccccc2F)CC1 (centres undefined) | 1
O=C(Nc1ccc(Oc2cccnc2)cc1)c1cccc([N+](=O)[O-])c1 | -22
Cc1cccc(OCC(=O)Nc2ccc(N3CCN(C(=O)c4ccccc4)CC3)cc2)c1 | 3
CCc1nc2c(c(=O)c3ccccc3n2C)c(=O)n1C1CCCCCC1 | -2
CCC(C)C(NC(N)=O)C(=O)Nc1ccc(C)c(Cl)c1 (centres undefined) | -3
CCOc1ccc(C(=O)NC(=S)Nc2ccc(NC(=O)c3ccco3)cc2)cc1[N+](=O)[O-] | -1
CCn1cc(C(C)NC(=O)COc2ccc(Cl)cc2C)c(C)n1 (centres undefined) | -8
CC1CCCN(CC(O)CN)C1 (centres undefined) | -5
O=C1C=C(c2cccs2)C[C@H](c2ccccc2)[C@H]1n1nnc([N+](=O)[O-])n1 | 1
Cc1ccc(-c2nnc(-n3nc(C)cc3C)c3ccccc23)cc1 | -18
COc1cc(/C=N\NC(=O)C2CC3C=CC2C3)ccc1O (centres undefined) | -4
COC(=O)CN(c1nc(C)cc(OC)n1)S(=O)(=O)c1ccccc1 | -4
COC(=O)c1ccccc1NC(=S)NC(=O)C1CCCCC1 | 0
O=[N+]([O-])c1ccc(N2CCN(c3ccccc3O)CC2)c(Cl)c1 | 0
c1ccc2c(c1)OCC(c1csc3ncnc(N4CCOCC4)c13)O2 (centres undefined) | -9
Cc1c(Cc2ccccc2)sc(/N=C/c2ccc3ccccc3c2)c1C(N)=O | -28
O=S(=O)(Nc1cccnc1)c1ccc2c(c1)OCCO2 | -2
CS(=O)(=O)N1CCN(C(=S)NCc2ccc(F)cc2)CC1 | -4
CC(=O)c1c(C)nc(-c2ccc(Cl)cc2)nc1N=CN(C)C | -14
CCOC(=O)c1nnn(-c2nonc2N)c1CS(=O)(=O)c1ccccc1 | 4
Cc1ccc(C2CC(=O)C=C(Nc3ccc(Cl)cc3)C2)cc1 (centres undefined) | -10
COc1cc(N(C)C)c([N+](=O)[O-])cc1C(=O)NC(C)CNc1ccc([N+](=O)[O-])cc1Cl (centres undefined) | -1
O=C(NCCC1=CCCCC1)C(=O)NCc1ccccc1Cl | 13
CCCCCCCNC(=O)C1CC(=O)N(C)C(=Nc2ccc(OC)cc2)S1 (centres undefined) | 1
CC(OC(=O)c1cccc(S(=O)(=O)Nc2ccccc2F)c1)C(=O)NCc1ccc2c(c1)OCO2 (centres undefined) | -4
CCCS(=O)(=O)N1CCC(C(=O)NCc2ccc(F)cc2)CC1 | -16
COC(=O)C1=C(N)Oc2cc(C)n(Cc3cccnc3)c(=O)c2C1c1ccccc1OC (centres undefined) | -9
CC(/C=N/n1c(-c2ccc(C)cc2)n[nH]c1=S)=C\c1ccco1 | 8
Cc1ccccc1NC(=S)NCCC(c1ccccc1)c1ccccc1 | 1
C=CCNC(=S)N1CCN(CCN=CC2=C(O)CC(c3ccco3)CC2=O)CC1 (centres undefined) | 0
Cc1cccc(-c2nsc(SCC(=O)Nc3ccc4c(c3)OCO4)n2)c1 | -2
CC(C)CSC1=NSC2=NC(=O)/C(=C\c3coc4ccccc4c3=O)C(=N)N12 | -4
Cc1ccccc1-n1c(SCC(=O)c2cc(C)n(C)c2C)nnc1-c1cccnc1 | 10
O=C(NC1CCCCC1)N1CCCC(c2nc(-c3ccc(S(=O)(=O)N4CCCC4)cc3)no2)C1 (centres undefined) | -3
Nn1c(SCC(=O)Nc2ccc3c(c2)OCO3)nnc1-c1ccncc1 | -12
O=C(CC12CC3CC(CC(C3)C1)C2)N/N=C/c1ccncc1 | 0
Cc1ccc(NC(=O)c2c(C)noc2C)cc1 | -2
Cc1cc(N2CCN(c3ccc([N+](=O)[O-])c4cccnc34)CC2)c2ccccc2n1 | 2
CSc1nc(O)c(/C=C2\C=Nc3ccccc32)[nH]1 | -10
Brc1ccc(/C=N/Nc2ncnc3c2cnn3Cc2ccccc2)cc1 | 0
O=[N+]([O-])c1ccc2nc(-[n+]3c(-c4ccccc4)cc(-c4ccccc4)cc3-c3ccccc3)[nH]c2c1 | 18
CN1CCN(c2ccc(S(=O)(=O)N3CCCCC3)cc2NC(=O)Cc2ccc(Cl)cc2)CC1 | 10
CSc1ccccc1NC(=O)c1cnccn1 | 6
CCOC(=O)c1sc(NC(=O)c2ccco2)nc1C | -7
O=[N+]([O-])c1cccc(/C=N/Nc2nc(NCc3ccccc3)nc(N3CCOCC3)n2)c1 | -4
CCN1CCN(C(=S)c2ccc(Cl)cc2)CC1 | 10
Cc1cc(C(=O)CSc2nnc(-c3ccncc3)n2-c2ccccc2)c(C)n1C | 4
CCCCNC(=O)Nc1nnc(-c2ccc(Cl)cc2)o1 | -2
CC(C)CC(NC(=O)C(NC(=O)C(Cc1ccc(OCc2ccccc2)cc1)NC(=O)OC(C)(C)C)C(C)C)C(N)=O (centres undefined) | -3
CC1CC(C)CN(c2nc(NCc3ccco3)nc(N)c2[N+](=O)[O-])C1 (centres undefined) | -4
Next structures.
SMILES | ARNT TACC3 PPI
O=C(NN1C(=O)/C(=C/c2cccs2)SC1=S)c1ccccc1 | -4
Cc1ccc(NC(=O)CSC(N)=O)cc1Cl | -5
CCCC(=O)OCCNc1cc(SCc2ccco2)c2nonc2c1[N+](=O)[O-] | 34
Cc1ccc(-n2sc3ccccc3c2=O)cc1 | 1
CCOC(=O)CSC1=N/C(=C\c2cc(OC)c(OC)c(OC)c2)C(=O)N1C | -41
Cc1cc(SC(C)C(=O)Nc2c(C)n(C)n(-c3ccccc3)c2=O)nc2ccccc12 (centres undefined) | 8
O=C(CCNS(=O)(=O)c1cccc2nsnc12)N1CCN(c2ccccn2)CC1 | -4
CC(C)(C)n1nnnc1C(c1ccc(Cl)cc1)N1CCSCC1 (centres undefined) | 10
CCS(=O)(=O)N1Cc2ccccc2CC1C(=O)Nc1nc2ccccc2[nH]1 (centres undefined) | 20
O=C1c2cccc3cccc(c23)C(=O)N1CC1CCN(CC(O)COCc2ccc3c(c2)OCO3)CC1 (centres undefined) | 13

Compounds listed so far that contain a Cl atom, in the order listed:
SMILES | ARNT TACC3 PPI
O=C(CNC(=O)c1ccccc1Cl)Nc1ccc(F)cc1 | -17
Oc1[nH]c2c(Cl)cc(Cl)cc2c1N=NC(=S)NCC1CCCO1 (centres undefined) | -2
CS(=O)(=O)c1ccccc1-c1nc(-c2cccc(Cl)c2)no1 | 11
CCCC(=O)Nc1ccc(Cl)c(NC(=O)c2ccc([N+](=O)[O-])cc2Cl)c1 | -4
CN(CC(=O)Nc1ccc(S(=O)(=O)N2CCCC2)cc1)Cc1ccc(Cl)c(Cl)c1 | 1
CCC(C)C(NC(N)=O)C(=O)Nc1ccc(C)c(Cl)c1 (centres undefined) | -3
CCn1cc(C(C)NC(=O)COc2ccc(Cl)cc2C)c(C)n1 (centres undefined) | -8
O=[N+]([O-])c1ccc(N2CCN(c3ccccc3O)CC2)c(Cl)c1 | 0
CC(=O)c1c(C)nc(-c2ccc(Cl)cc2)nc1N=CN(C)C | -14
Cc1ccc(C2CC(=O)C=C(Nc3ccc(Cl)cc3)C2)cc1 (centres undefined) | -10
COc1cc(N(C)C)c([N+](=O)[O-])cc1C(=O)NC(C)CNc1ccc([N+](=O)[O-])cc1Cl (centres undefined) | -1
O=C(NCCC1=CCCCC1)C(=O)NCc1ccccc1Cl | 13
CN1CCN(c2ccc(S(=O)(=O)N3CCCCC3)cc2NC(=O)Cc2ccc(Cl)cc2)CC1 | 10
CCN1CCN(C(=S)c2ccc(Cl)cc2)CC1 | 10
CCCCNC(=O)Nc1nnc(-c2ccc(Cl)cc2)o1 | -2
Cc1ccc(NC(=O)CSC(N)=O)cc1Cl | -5
CC(C)(C)n1nnnc1C(c1ccc(Cl)cc1)N1CCSCC1 (centres undefined) | 10
